Pf growth 96h = P. falciparum growth inhibition at 96 hour, primary screen for plastid delayed-death inhibitors; AID 504834; 320,000 tested, 6.9% active; P. falciparum luciferase reporter growth, 96 h; Potency, µM (highest dose often 28.7 µM), inactives show at the highest dose activity change, negative = inhibition, hits mostly inhibitors; note: potency is the fitted concentration of half-maximal effect; % is set by controls: 0 for no effect and ±100 for the full control effect
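P. falciparum expressing integrated firefly luciferase, in erythrocytes at 2% hematocrit, 0.05% parasitemia, incubated with compounds 96 h at 37 C, 5% CO2. Growth inhibition read as loss of luminescence; two-generation exposure targets delayed-death apicoplast inhibitors.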
Shiga toxin inh = Shiga toxin inhibition. Vero cells, Shiga toxin protein synthesis inhibition reporter. inhibition, % at 38.7 µM. 290,000 tested, 9.2% active; in the data active = inhibition mostly above about 28%, no sharp cut-off; inactive = mostly below about 43%; note: 0% is about no effect
HCV inhibitor = HCV inhibition | Huh7.5.1 HCVcc-Cre infection, luciferase reporter, 44 h | Potency, µM (doses to about 41.8 µM), for the others: top-dose activity change, negative = inhibition, actives largely listed as inhibitors | 340,000 tested, 3.4% active; note: potency is the fitted concentration of half-maximal effect; % is set by controls: 0 for no effect and ±100 for the full control effect
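Luciferase read-out (15 sec integration) after a 15 min room-temperature substrate step quantifies HCVcc-Cre infection. Cells, 1,000 per well, had compound added 4 h post-plating, then virus at ~0.5 moi, and were cultured 44 h.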
Giardia FBPA inh = blocks Giardia fructose-bisphosphate aldolase activity. 290,000 tested, 0.71% active. Potency, µM (highest dose often 59.6 µM), inactives show at the top dose activity, negative = inhibition, hits mostly inhibitors. purified Giardia FBPA. AID 2451; note: potency is the fitted concentration of half-maximal effect; % is set by controls: 0 for no effect and ±100 for the full control effect; nearly all actives have a fitted effect of over 55% in size
Target sequence (A8B2U2 whole entry, looked up): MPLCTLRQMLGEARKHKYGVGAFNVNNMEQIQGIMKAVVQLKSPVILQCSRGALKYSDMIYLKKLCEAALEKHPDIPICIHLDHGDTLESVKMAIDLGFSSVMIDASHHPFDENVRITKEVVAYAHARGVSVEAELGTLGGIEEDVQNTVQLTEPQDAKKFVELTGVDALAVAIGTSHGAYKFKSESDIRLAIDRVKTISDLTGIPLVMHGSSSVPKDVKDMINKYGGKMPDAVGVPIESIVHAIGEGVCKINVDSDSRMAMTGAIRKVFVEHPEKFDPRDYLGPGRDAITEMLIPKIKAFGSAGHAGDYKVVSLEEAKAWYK
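40 nM FBPA preincubated 10 min at RT with compound (up to 57.5 uM final), then substrate plus GAPDH/TPI/NAD/arsenate coupling and diaphorase/resazurin added. Fluorescence read after 20 min at RT, 525/598 nm.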
Pf growth 48h = P. falciparum growth inhibition at 48 hours (one generation); P. falciparum luciferase growth in erythrocytes, 48 h; Potency, µM (doses to about 28.7 µM), for the others: top-dose activity change, negative = inhibition, hits mostly inhibitors; 310,000 tested, 5.9% active; note: potency is the fitted concentration of half-maximal effect; % is set by controls: 0 for no effect and ±100 for the full control effect
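Luciferase-expressing P. falciparum in infected erythrocytes (2% hematocrit, 0.1% parasitemia final) in RPMI 1640/0.5% Albumax were exposed to compound for 48 hours at 37 C, 5% CO2; growth read as luminescence.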
CHX counter = counter-screen hit for Shiga toxin inhibitors, cycloheximide; cell reporter, cycloheximide protein synthesis inhibition counterscreen; max response, %; 300,000 tested, 12% active; in the data active = max response mostly above about 13%, no sharp cut-off; inactive = mostly below about 14%; note: read at 38.3 µM for the half of the compounds with a filed dose; 0% is about no effect
* hit, by the source's call; u = inconclusive; x = no result given; & = joins results of further samples; ! = not confirmed by another sample; [ ] = another dose, or the depositor's remark. Unless noted, calls come from the whole dose curve; as a rule, active = well fitted curve in the direction sought with a large enough effect; inconclusive = small, poorly fitted or top-dose-only effect, or another doubt; inactive = no such curve, though single readings can be large; an effect the other way counts as inactive or inconclusive.

Second line of a record: Pf growth 96h	Shiga toxin inh	HCV inhibitor	Giardia FBPA inh	Pf growth 48h	CHX counter
- CC1(C)C(O)=C(c2nc3ccccc3[nH]2)C(=N)N1c1ccccc1
 : 8.3µM*	-13	u	-20%	u	-2
- Cc1c(C(N)=O)sc2ncn(CC(=O)NCCc3ccccc3)c(=O)c12
 : u	-12	1%	1%	13%	-1
- Cc1c(C(=O)NCc2ccco2)oc2c(F)cccc12
 : -16%	x	-10%	x	u	x
- C1=C2C[N+]3(CCCC3)CC2Cc2ccc3ccccc3c21 (stereo not drawn)
 : 0.74µM*	-24	u	-6%	x	-2
- O=C(Cc1ccc(Cl)cc1)N/N=C/c1cccc(O)c1
 : 7%	26	-10%	0%	32%[activator]	4
- CCN(CC(=O)NC1CCS(=O)(=O)C1)C(=O)/C=C/c1cccs1 (stereo not drawn)
 : 18%	-3	-4%	0%	-3%	1
- CCOC(=O)C1=C(C)NC(C)=C(C(=O)OCC)C1c1ccc([N+](=O)[O-])s1
 : 13µM*	-2	-28%	-7%	u	1
- CN(C)CC(=O)Nc1nc(-c2ccccc2)cs1
 : 89%[activator]	16	-7%	8%	x	12
- CC(NC(=O)CCCC1CCCCC1)c1ccc(S(N)(=O)=O)cc1 (stereo not drawn)
 : -2%	-5	0%	-5%	-2%	-2
- Cc1ccccc1OCC(=O)NCC(=O)OCC(=O)c1ccc2ccccc2c1
 : -19%	12	10%	-8%	36%	1
- Cc1ccccc1C(=O)NC(=S)Nc1cccc(NC(=O)C(C)C)c1
 : 23%	42	u	-4%	14%	27*
- O=C(/C=C/c1cccc([N+](=O)[O-])c1)NCc1cccnc1
 : 83%[activator]	-11	4%	2%	25%	-4
- O=C(NCCCN1CCCC1=O)c1ccc(Cl)c(S(=O)(=O)N2CCCCC2)c1
 : 5.2µM*	x	-22%	x	8.3µM*	x
- COc1cccc(CNC(=O)N[C@@H](CC(C)C)C(=O)O)c1
 : -14%	-13	7%	0%	x	-7
- CCN(CC)S(=O)(=O)c1ccc(N=Cc2c(C)c(C#N)c(=O)n(C)c2O)cc1
 : 18%	2	-3%	u	16%	4
- COc1ccc(NC(=O)c2cc(Cl)ccc2NC(=O)c2ccco2)c(OC)c1
 : 120%[activator]	-14	-29%	-1%	x	7
- Cc1nc2ccccc2c2c1C(=O)N(c1cccc(C(=O)O)c1)C2=O
 : 12%	-27	17%	11%	4%	6
- COc1ccccc1[C@@H]1C(c2ccccc2)=NN(c2ccc(Br)cc2)[C@H]1C(=O)N1CCOC1=O
 : x	45	-28%	-3%	x	-1
- COc1ccc2ccccc2c1/C=N/NC(=S)NCCN1CCOCC1
 : u	-10	u	-16%	u	-1
- CSc1cc(C)n(-c2ccccc2C)c(=S)c1C(C)=O
 : x	-21	12%	-8%	-1%	-2
- Cn1nc(C(=O)Nc2cc(Cl)ccc2N2CCCC2)c2ccccc2c1=O
 : 13µM*	x	u	x	12µM*	x
- Cc1c(C(=O)OCC(=O)NCC2CCCO2)cccc1[N+](=O)[O-] (stereo not drawn)
 : 16%	-7	2%	2%	0%	0
- CC(=O)c1sc(NC(=O)CCOc2ccccc2)nc1C
 : 40%[activator]	77*	-5%	3%	73%[activator]	34*
- O=c1ccc(C(F)(F)F)cn1Cc1cc(=O)n2cc(Br)ccc2n1
 : -1%	7	-22%	-4%	26%	6
- Cn1c(=O)c2c(SCC(=O)Nc3ccc4c(c3)OCCO4)nc(CC(C)(C)C)nc2n(C)c1=O
 : u	-2	-1%	-2%	8%	-4
- O=C(CCCn1cc([N+](=O)[O-])cn1)Nc1ccc2c(c1)OCO2
 : 11%	6	-1%	2%	20%	2
- COc1ccc(Cl)cc1NC(=O)c1oc(C)nc1C
 : u	-4	u	-5%	24%	-3
- COc1ccc(N(CC(=O)NCCSc2ccccc2)S(C)(=O)=O)cc1
 : u	-25	13%	0%	-11%	-2
- CCOc1ccc(C(=O)Nn2cnnc2)cc1
 : -1%	22	4%	-15%	31%[activator]	8
- Cc1c(C)n(C)c2ccc(C(=O)N3CCN(c4ccccn4)CC3)cc12
 : 7%	22	u	2%	10µM*	-4

Record cards, from the list above:
CC(=O)c1sc(NC(=O)CCOc2ccccc2)nc1C across the screens: Pf growth 96h = 40%[activator]; Shiga toxin inh = 77*; HCV inhibitor = -5%; Giardia FBPA inh = 3%; Pf growth 48h = 73%[activator]; CHX counter = 34*
Cn1c(=O)c2c(SCC(=O)Nc3ccc4c(c3)OCCO4)nc(CC(C)(C)C)nc2n(C)c1=O across the screens: Pf growth 96h = u; Shiga toxin inh = -2; HCV inhibitor = -1%; Giardia FBPA inh = -2%; Pf growth 48h = 8%; CHX counter = -4

(next part)
Second line of a record: Pf growth 96h	Shiga toxin inh	HCV inhibitor	Giardia FBPA inh	Pf growth 48h	CHX counter
- CCN(CC)C(=O)c1sc(NC(=S)N2CCN(C(=O)C3CCCO3)CC2)c(C(=O)OC)c1C (stereo not drawn)
 : 1%	-6	-19%	x	u	3
- CCOCCCn1c(C)nc2c(c1=O)c1nc3ccccc3nc1n2CCC1=CCCCC1
 : 2.6µM*	21	-2%	-5%	u	1
- Cc1ccc(-c2cc(C(=O)N3CCN(c4ccccc4O)CC3)c3ccccc3n2)o1
 : 13µM*	66*	-11%	x	u	35*
- COc1ccc(C)cc1S(=O)(=O)N(C)CC(=O)NCc1ccco1
 : x	-7	-14%	-2%	-14%	-2
- O=C(c1cccnc1)N1CCCc2ccccc21
 : 6%	-6	x	0%	-4%	-7
- Cc1cccc(-n2c(O)c(C=Nc3ccc(O)cc3)c3ccccc3c2=O)n1
 : -34%	-9	1%	3%	-13%	-1
- O=C(c1ccc(Cl)cc1)C(CN1CCCCC1)c1ccccc1 (stereo not drawn)
 : 0%	-3	16µM*	-4%	-4%[0.00184 µM]	-2
- CCCCCSc1cc(OC)c(CCN)cc1OC
 : u	-28	u	6%	u	-2
- COC(=O)C1CN(C(=O)C(C)Oc2ccccc2F)c2ccccc2O1 (stereo not drawn)
 : 34%[activator]	-2	10%	-7%	2%	-5
- CCCNC(=O)N1[C@H]2CC[C@@H]1C(C(=O)OC)=C(c1ccc(C(C)=O)cc1)C2
 : u	x	18%	x	-7%	x
- CCC(C)NCCOCCOc1ccc(C)cc1OC (stereo not drawn)
 : 107%[activator]	-5	1%	-25%	-8%	-3
- Cc1cc(O)c2c(c1)OC(C)(C)C1=C2CC(C)CC1 (stereo not drawn)
 : 9%	x	13µM*	-8%	6.6µM*	-1
- O=C1Nc2ccccc2/C1=C/c1ccc([N+](=O)[O-])cc1
 : 21%	29	21%	4%	x	12
- CCN(CC)S(=O)(=O)c1cc(NS(=O)(=O)c2cccc(C(=O)O)c2)ccc1C
 : 2%	-7	16%	28%	1%	1
- Cc1ccc(Oc2cnc3ccccc3n2)cc1
 : 122%[activator]	103*	17%	-2%	72%[activator]	58*
- COc1ccc2nc(SCC(=O)NCCc3ccccc3)[nH]c2c1
 : -20%	22	13%	-1%	-2%	9
- Cc1ccc(C(=O)NNC(=O)CCOc2cccc(C)c2)cc1
 : 2%	x	12%	x	-14%	x
- Cn1c(=O)c(C(=O)NC2CCCCCCC2)c(O)c2ccccc21
 : u	14	u	9%	-4%	-1
- COCCOC(=O)c1[nH]c2c(c1C)C(=O)CC(c1ccccc1)C2 (stereo not drawn)
 : u	3	u	-2%	u	4
- CCOC(=O)C1CCCN(C(=O)CSc2nc(C)cc(C)n2)C1 (stereo not drawn)
 : -4%	-9	2%	-4%	-8%	-7
- CCOC(=O)C1NC(=O)CC1c1ccccc1 (stereo not drawn)
 : 34%[activator]	-14	3%	0%	41%[activator]	-2
- NC(=O)C1CCN(C(=O)c2cc3c(s2)CCCC3)CC1
 : 133%[activator]	x	-6%	x	61%[activator]	x
- CCOC(=O)c1c(C)nc2ccc(Cl)cc2c1-c1ccccc1
 : u	-4	-9%	3%	6%	-7
- Cc1ccc([N+](=O)[O-])cc1NC(=O)CN1CCCCC1
 : u	-5	-11%	3%	0%	-4
- CCCc1cc(C(=O)N2CCCC(Nc3ccc(C)c(C)c3)C2)n(C)n1 (stereo not drawn)
 : 47%[activator]	-9	-15%	6%	18%	-2
- COCc1nnc(NC(=O)c2ccc(Cl)cc2[N+](=O)[O-])s1
 : -75%	11	4%	-1%	8%	1
- O=C(Nc1ccccc1C(F)(F)F)C1CC(=O)N(c2ccccc2F)C1 (stereo not drawn)
 : u	9	5%	2%	24%	3
- Cc1cc(C)cc(N(C(=O)c2csnn2)C(C(=O)NC2CCCCC2)c2cccnc2)c1 (stereo not drawn)
 : 3%	-8	-2%	8%	u	-2
- Cc1c(OCC(F)(F)F)ccnc1CS(=O)c1nc2ccccc2[nH]1 (stereo not drawn)
 : -18%&20%	116*!	u	-15%	10%&21%	27*
- COc1ccccc1-c1ccc(SCc2ccccc2)nn1
 : u	76*	u	-4%	53%[activator]	38*

4 records picked at random from those above:
Second line of a record: Pf growth 96h	Shiga toxin inh	HCV inhibitor	Giardia FBPA inh	Pf growth 48h	CHX counter
- CCOC(=O)c1c(C)nc2ccc(Cl)cc2c1-c1ccccc1
 : u	-4	-9%	3%	6%	-7
- NC(=O)C1CCN(C(=O)c2cc3c(s2)CCCC3)CC1
 : 133%[activator]	x	-6%	x	61%[activator]	x
- COc1ccccc1-c1ccc(SCc2ccccc2)nn1
 : u	76*	u	-4%	53%[activator]	38*
- COCc1nnc(NC(=O)c2ccc(Cl)cc2[N+](=O)[O-])s1
 : -75%	11	4%	-1%	8%	1

Four compounds already listed, sorted by count of non-hydrogen atoms, smallest number first.
Second line of a record: Pf growth 96h	Shiga toxin inh	HCV inhibitor	Giardia FBPA inh	Pf growth 48h	CHX counter
- Cc1ccc([N+](=O)[O-])cc1NC(=O)CN1CCCCC1
 : u	-5	-11%	3%	0%	-4
- Cc1ccc(C(=O)NNC(=O)CCOc2cccc(C)c2)cc1
 : 2%	x	12%	x	-14%	x
- Cn1c(=O)c(C(=O)NC2CCCCCCC2)c(O)c2ccccc21
 : u	14	u	9%	-4%	-1
- CCCc1cc(C(=O)N2CCCC(Nc3ccc(C)c(C)c3)C2)n(C)n1 (stereo not drawn)
 : 47%[activator]	-9	-15%	6%	18%	-2

The results go on.
Second line of a record: Pf growth 96h	Shiga toxin inh	HCV inhibitor	Giardia FBPA inh	Pf growth 48h	CHX counter
- O=C(O)c1cccc(-c2ccc(/C=N/Nc3nn[nH]n3)o2)c1
 : 35%[activator]	10	19%	16µM*	41%[activator]	10
- CCOC(=O)COc1ccc2c(c1)c(C(=O)OCC)c(C)n2CC
 : 32%[activator]	-2	9%&-21%	-7%	1%	-5
- CCCCSc1nnc(-c2ccc(NC(C)=O)cc2)n1C
 : 7.4µM*	-9	4%	-1%	-26%	-6
- O=C(Nc1cccnc1)c1cc(Br)c(Br)s1
 : 12µM*	x	9%	x	u	x
- O=C(COC(=O)c1ccc(Cl)nc1)NC1CCCCCC1
 : -20%	x	13%	x	u	x
- Cn1c2ccccc2c2nnc(SCC(=O)Nc3cccc(O)c3)nc21
 : u	23	-26%	1%	6%	11*
- CN1CCN(c2nc(Nc3ccc(O)cc3)nc3ccccc23)CC1
 : 34%[activator]	-9	-20%	u	2.9µM*	-3
- CCCC(C)c1nnc(NC(=O)CN2C(=O)c3ccccc3C2=O)s1 (stereo not drawn)
 : 5%	-21	11%	-8%	3%	-1
- CN(C(=O)COc1cccc(C#N)c1)C1CCS(=O)(=O)C1 (stereo not drawn)
 : 20%	x	21%	x	15%	x
